Bioassay records deposited in PubChem by National Center for Advancing Translational Sciences (NCATS).
KDM5B inh – blocks human KDM5B histone demethylase activity; Potency, µM (titrated, usually from 57.7 µM), inactives show at the top dose activity change, negative = inhibition, hits mostly inhibitors; hit rate 2.6% among 220,000; KDM5B demethylase, FDH-coupled NADH fluorescence (FDH is formaldehyde dehydrogenase); Q9UGL1; active = well fitted inhibition curve with a large enough effect; inconclusive = small, poorly fitted or top-dose-only effect; inactive = no such curve, though single readings can be large or run the other way; also: 0% is about no effect; nearly all actives have a fitted effect of over 70% in size
Target sequence (Q9UGL1 whole entry, looked up): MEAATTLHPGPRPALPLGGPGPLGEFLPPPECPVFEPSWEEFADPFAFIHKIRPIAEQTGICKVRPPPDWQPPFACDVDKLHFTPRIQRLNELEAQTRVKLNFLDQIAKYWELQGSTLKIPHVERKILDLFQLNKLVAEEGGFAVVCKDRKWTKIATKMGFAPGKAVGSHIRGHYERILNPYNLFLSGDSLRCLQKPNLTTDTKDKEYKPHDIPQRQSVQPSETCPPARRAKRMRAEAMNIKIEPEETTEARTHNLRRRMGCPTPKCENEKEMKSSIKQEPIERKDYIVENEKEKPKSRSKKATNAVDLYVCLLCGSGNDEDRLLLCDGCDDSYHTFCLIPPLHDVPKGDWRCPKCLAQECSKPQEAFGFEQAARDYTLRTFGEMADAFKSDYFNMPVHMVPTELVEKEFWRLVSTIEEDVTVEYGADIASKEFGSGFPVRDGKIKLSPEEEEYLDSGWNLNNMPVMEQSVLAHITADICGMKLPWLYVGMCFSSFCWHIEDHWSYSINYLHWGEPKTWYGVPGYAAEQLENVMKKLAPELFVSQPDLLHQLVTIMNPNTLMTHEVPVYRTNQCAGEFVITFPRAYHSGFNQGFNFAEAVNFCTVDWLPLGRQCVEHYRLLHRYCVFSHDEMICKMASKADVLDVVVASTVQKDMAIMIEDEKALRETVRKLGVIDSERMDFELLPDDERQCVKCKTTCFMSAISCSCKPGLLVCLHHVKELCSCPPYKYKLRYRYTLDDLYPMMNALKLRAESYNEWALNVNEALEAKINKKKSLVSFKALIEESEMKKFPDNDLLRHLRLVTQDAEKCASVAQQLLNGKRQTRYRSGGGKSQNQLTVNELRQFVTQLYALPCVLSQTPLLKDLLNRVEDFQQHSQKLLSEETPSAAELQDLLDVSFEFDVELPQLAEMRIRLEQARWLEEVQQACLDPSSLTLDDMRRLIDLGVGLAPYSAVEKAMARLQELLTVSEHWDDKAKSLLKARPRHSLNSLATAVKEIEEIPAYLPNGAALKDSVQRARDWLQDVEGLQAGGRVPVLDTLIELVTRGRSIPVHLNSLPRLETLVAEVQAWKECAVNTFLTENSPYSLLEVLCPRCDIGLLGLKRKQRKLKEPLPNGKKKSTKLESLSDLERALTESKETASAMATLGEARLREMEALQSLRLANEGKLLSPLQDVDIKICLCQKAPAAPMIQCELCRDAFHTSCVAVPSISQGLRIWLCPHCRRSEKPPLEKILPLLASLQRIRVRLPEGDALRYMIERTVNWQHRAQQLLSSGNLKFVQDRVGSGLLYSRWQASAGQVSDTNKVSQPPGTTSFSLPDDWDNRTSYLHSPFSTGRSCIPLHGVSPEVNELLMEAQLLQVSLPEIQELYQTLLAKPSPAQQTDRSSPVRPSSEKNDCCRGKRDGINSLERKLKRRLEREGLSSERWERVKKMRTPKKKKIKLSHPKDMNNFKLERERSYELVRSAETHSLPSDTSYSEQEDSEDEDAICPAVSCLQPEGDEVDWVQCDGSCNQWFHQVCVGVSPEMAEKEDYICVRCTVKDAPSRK
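Measured: NADH fluorescence change, 30 min, RT. System: KDM5BΔAP 200 nM final, H3K4me3 peptide, α-KG, Fe(II), ascorbate, NAD⁺ plus FDH, pH 7.5 HEPES. Compounds: titrated, 10 min pre-incubation with enzyme.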
Active calls of the source: *; i = inactive; u = inconclusive; [ ] = dose if it differs, or a comment. Potency is read from the fitted curve at half-maximal effect. These rows are one share of the data, so the mix of outcomes need not match the whole.

SMILES	KDM5B inh
COCCNC(=O)[C@@H](C)C1CCc2c(C)cc(OC)c(C)c2[C@@H]1O (some centres undefined)	25%[86.2 µM]
CC(=O)c1ccc(NC(=O)CCc2ncc(-c3ccccc3Cl)o2)cc1	15%
O=C1NCCCCCN(C(=O)COc2ccccc2)[C@@H]2C[C@@H](C(=O)N3CCc4ccccc4C3)C[C@H]12	1%
CC(C)(CC(=O)OCC(=O)Nc1ccc(F)c(Cl)c1)CC1=NS(=O)(=O)c2ccccc2N1	6%
Cc1cc2cccc(-c3nc(C4CCOC4)no3)c2o1 (centres undefined)	22µM*
CC(NC(=O)c1cccc(C(F)(F)F)c1)C1CC2CCC1C2 (centres undefined)	9%
Cc1cc(C)c(O)c(-c2n[nH]c3c2C(c2ccc(F)cc2)N(Cc2cccnc2)C3=O)c1 (centres undefined)	1%
O=C(CN1CCN(c2ccc(F)cc2)CC1)Nc1ccc(S(=O)(=O)N2CCOCC2)cc1	-4%
COc1ccccc1CNC(=O)c1cc2sccc2n1Cc1ccc(Cl)cc1	u
COc1ccc(CCC(=O)N2CCC3(CC2)CC(OCC2CC2)CCO3)cc1 (centres undefined)	-1%
Cc1ccc(CCNC(=O)c2noc(-c3ccc(C)cc3)n2)cc1	-8%
Cn1c(C(=O)N[C@@H]2COCC[C@H]2Oc2ccc(C#N)cc2)cc(=O)n(C)c1=O	15%
O=C(Nc1c(C(=O)N2CCN(c3ccccc3)CC2)oc2ccccc12)c1ccco1	-24%
CCN1CC(CN(C)S(=O)(=O)N(CC)CC)Oc2ccccc21 (centres undefined)	15%
Cc1cccc(-n2ncc3c(Nc4c(C)cc(C)cc4C)ncnc32)c1	u

Reprinted from the part before: 4 entries, then new ones.
SMILES	KDM5B inh
Cn1c(C(=O)N[C@@H]2COCC[C@H]2Oc2ccc(C#N)cc2)cc(=O)n(C)c1=O	15%
O=C(Nc1c(C(=O)N2CCN(c3ccccc3)CC2)oc2ccccc12)c1ccco1	-24%
CCN1CC(CN(C)S(=O)(=O)N(CC)CC)Oc2ccccc21 (centres undefined)	15%
Cc1cccc(-n2ncc3c(Nc4c(C)cc(C)cc4C)ncnc32)c1	u
N#CCCN(C(=O)CSc1nnnn1-c1ccc(Cl)cc1)c1ccccc1	-2%
O=C(c1ccccc1F)N(Cc1ccc2[nH]ccc2c1)C1CC1	15%
N#Cc1ccccc1CSc1nc(C(F)(F)F)nc2ccccc12	-5%
CC(=O)c1csc(NC(=O)Cc2ccc(OCc3c(C)noc3C)cc2)n1	1%
O=C(Nc1cccc(F)c1)c1nnc(CSCC(=O)N2CCOCC2)s1	16%
CCN1CCSc2ccc(C(=O)NCc3ccccc3Br)cc21	u
CN1C[C@@H](NC(=O)c2ccc(-c3ccccc3)cc2)C[C@H]1c1nc(-c2ccncc2)no1	-11%[86.2 µM]
Cc1ccc(Cl)cc1NC(=O)C1CCCCC1	19%
CCOC(=O)c1sc2ncn(CC(=O)Nc3ccc(C)cc3C)c(=O)c2c1C	-38%
Cc1cc(OCc2nn[nH]n2)c2c(C)cc(=O)oc2c1	u
O=C(Nc1ccc([C@H]2OCC(=O)N(Cc3cccnc3)[C@@H]2CO)cc1)c1cc(F)cc(F)c1	-18%
COc1ccc(CCNC(=O)c2cnc3sc(N4CCCCCC4)nn3c2=O)cc1	u
O=C(Nc1ccc2c(c1)CCC2)C1(c2cccc(F)c2)CCC1	11%
COc1ccc(CC(=O)NCc2ccc3c(c2)CCN3C(=O)c2ccc(Cl)cc2)cc1	-6%
COCCCn1c(=O)c2sccc2n2c(CCCC(=O)N(C)Cc3ccco3)nnc12	-15%
C[C@]12C[C@H](O)[C@@H]3c4ccc(O)cc4CC[C@H]3[C@@H]1CCC2=O	25%
COc1ccccc1-c1ccc(C(=O)N2CCCC[C@H](N(C)C)C2)cc1	u
Cc1ccccc1NC(=O)CCC(=O)N1CC(C)Sc2ccccc21 (centres undefined)	-19%
CCCCn1nc(C)c2c(C(F)(F)F)cc(-c3ccc(Br)cc3)nc21	0%
O=C(C1CCCCN1S(=O)(=O)c1ccccc1)N1CCCCC1 (centres undefined)	14%
O=C(NCc1ccc(Cl)cc1)c1ccc(NC(=O)C2CCCO2)cc1 (centres undefined)	24%
COCCCNC(=O)C1CCN(c2nc3ccc(C)cc3[nH]2)CC1	2%
CCC(C)(C)NC(=O)CN(C(=O)CCC(=O)Nc1nccs1)c1ccc2c(c1)OCCO2	13%
COc1ccc(OC)c(C(=O)CN2C(=O)N(c3cc(C)cc(C)c3)S(=O)(=O)c3ccccc32)c1	u
CCOc1ccccc1CN1CCCCCNC(=O)CC1c1ccccc1 (centres undefined)	-7%
CC(=O)NCCNC(=O)c1cc2cc(C)ccc2nc1C	10%
Cc1cc(CNC(=O)Cn2c(=O)c3c(ncn3C)n(C)c2=O)ccc1F	16%
O=C(c1ccco1)N1CCN(Cc2ccc3c(c2)CCO3)CC(O)C1 (centres undefined)	1%
Cc1nn(CC(O)COc2cccc(Br)c2)c(=O)c2ccccc12 (centres undefined)	10%
O=C(COc1ccccc1)NC1CCN(c2cc(-c3ccccc3)[nH]n2)CC1	u

An excerpt of these results, with the structure last:
KDM5B inh | Molecule
u | COc1ccc(OC)c(C(=O)CN2C(=O)N(c3cc(C)cc(C)c3)S(=O)(=O)c3ccccc32)c1
0% | CCCCn1nc(C)c2c(C(F)(F)F)cc(-c3ccc(Br)cc3)nc21
-18% | O=C(Nc1ccc([C@H]2OCC(=O)N(Cc3cccnc3)[C@@H]2CO)cc1)c1cc(F)cc(F)c1
-7% | CCOc1ccccc1CN1CCCCCNC(=O)CC1c1ccccc1 (centres undefined)
u | COc1ccccc1-c1ccc(C(=O)N2CCCC[C@H](N(C)C)C2)cc1
10% | Cc1nn(CC(O)COc2cccc(Br)c2)c(=O)c2ccccc12 (centres undefined)

Additional records follow:
SMILES	KDM5B inh
O=C(Cn1ncc2c3ccccc3n(Cc3ccc(F)cc3)c2c1=O)NC1CCCCCC1	-9%
CCn1cnnc1CC1CCCN(C(=O)CCc2ccccc2)C1 (centres undefined)	16%
NC(=O)[C@@H](Cc1ccccc1)NC(=O)C1=C[C@@H](NC(=O)c2cccnc2)[C@@H](O)[C@H](O)C1	-12%[86.2 µM]
CCc1ccc(OCCCOc2ccc(Cl)cc2/C=N/NC(C)=O)cc1	18%
COCCN1C(=O)[C@@H]2C[C@@H](CN2C(=O)CC(C)(C)C)Oc2ccccc21	-13%[86.2 µM]
CNc1nnc(SCc2coc(-c3ccccc3)n2)s1	18%
CC(C)CC(=O)N1CCN(C(=O)c2c[nH]c3ccccc23)CC1	-5%
CCOc1ccc(-c2nonc2NC(=O)COc2ccccc2)cc1	-14%
CCC(=O)N1c2ccc(S(=O)(=O)CCC(=O)Nc3ccc(Br)c(C)c3)cc2CC1C (centres undefined)	u
COCCOCC(=O)N1CCC2(CC1)C(OC)CN2c1cccc(F)c1 (centres undefined)	-22%
Cc1nnc(-c2cc(-c3ccc([S+](C)(=O)[O-])cc3)ccn2)n1Cc1cccnc1	9%[86.2 µM]
Cc1cccc2c1-c1sc(C(=O)N3CCN(c4ccccc4)CC3)cc1CO2	u
O=C(NCCCN1CCCC1=O)c1csc(N2CCN(c3ccccc3F)CC2)n1	25%
CC(C)NC(=O)C(=O)NCCC1CCCC1	-4%
CC(=O)NC12CC3CC(C1)CC(C(=O)NCc1ccc(Cl)cc1Cl)(C3)C2	-2%
C=CCNC(=S)NCCCOC	13%
O=C(CN1C(=O)NC2(CCCC2)C1=O)Nc1ccccc1-c1ccccc1	8%
CCn1ncc(N2CCCC(CC(=O)Nc3ccc(C)cc3C)C2)cc1=O (centres undefined)	-6%
O=C(Nc1ccc(-c2nc3cc(Cl)ccc3o2)cc1)c1cc(Br)ccc1Cl	u
COc1cc(OC)cc(C(=O)Nc2ccc(-c3nnc4n3CCCC4)cc2)c1	23%
CCS(=O)(=O)N(C1CC1)C1CCOC2(CCN(C(=O)c3ccccc3OC)CC2)C1 (centres undefined)	15%
CCOC(=O)CCN(c1ccccc1)S(=O)(=O)c1cc(-c2cc(C)no2)ccc1C	-18%
CN(C)c1nc2c(c(=O)[nH]1)CCN(Cc1ccc(F)cc1Cl)CC2	-15%
COc1ccccc1Cc1nc2ccccc2nc1SCC(=O)N(C)c1ccc(F)cc1	-6%
CC(C)C(=O)NC(c1ccc(N(C)C)cc1)c1c(O)ccc2ccccc12 (centres undefined)	u
Cc1nc2cc(-c3ccccc3)nn2c(C)c1CCC(=O)NCCc1ccccc1	i
O=S(=O)(c1ccccc1)N1CCCC1c1nc2ccccc2[nH]1 (centres undefined)	15%
CN(Cc1ccccc1)C(=O)C(=O)Nc1ccc2nc3n(c(=O)c2c1)CCCCC3	5%
CN(C)c1nc(-c2ccccc2)nc2c1CCN(C(=O)C1CC1)C2	19%
Cc1cccc(NC(=O)CSc2nnc(CCNC(=O)OC(C)(C)C)o2)c1C	16%
CCc1nn2c(=O)cc(COC(=O)c3ccc(NC(=O)c4cccs4)cc3)nc2s1	-8%
CCN(c1cccc(C)c1)C1C(=O)c2ccccc2N1C(C)=O (centres undefined)	u
CCc1ccc(N/C=C(/C#N)c2nc(-c3ccc(C)c(C)c3)cs2)cc1	17%
CC(=O)N(C1CC1)C1CCOC2(CCN(C(=O)Cc3c(C)noc3C)CC2)C1 (centres undefined)	26%
N#Cc1ncn(Cc2coc(-c3ccccc3)n2)n1	-10%
COc1ccc(NC(=O)CSC2=Nc3ccccc3C3=NC(Cc4ccccc4)C(=O)N23)cc1Cl (centres undefined)	u
CCOc1ccc(C(=O)COC(=O)c2nn(CC)c(=O)c3ccccc23)cc1	14%
O=C(CSc1ncnc2ccccc12)Nc1ccc(F)c(F)c1	19%
O=C1N(Cc2ccccc2)CCOC12CCN([S+](=O)([O-])c1ccccc1)CC2	-15%[86.2 µM]
O=C(NC1CCCN(c2cc(N3CCCC3)ncn2)C1)c1ccccn1 (centres undefined)	-14%
COc1ccc(NC(=O)c2ccc3c(c2)N(C)C2CCCCCN2C3=O)cc1F (centres undefined)	u
O=C(NCc1cccnc1)C1CCN(C2CCN(Cc3ccc4c(c3)CCO4)CC2)CC1	-28%
C=CC[N+](C)(C)Cc1cccc2ccccc12	8%
CN1CCN(S(=O)(=O)c2ccc(NC(=O)Cn3cnc4ccccc4c3=O)cc2)CC1	12%
COCC(=O)NC[C@@H]1C=C(C)[C@H](CC(=O)NC2CCCC2)C[C@H]1C(C)C	-9%[86.2 µM]
c1csc(CNCCN2CCCC2)c1	33%
N#CNC(=Nc1cccc(Cl)c1)Oc1ccccc1	u
COc1ccc(OC(=O)c2cc(-c3ccc4c(c3)OCCO4)on2)cc1	13%
COCCNC(=O)[C@@H]1C[C@@H](O)CN1C1CCN(C(=O)C2CCC2)CC1	-3%
O=C(NCCc1ccccc1)C1CCCN(C2CCN(Cc3ccccc3F)CC2)C1 (centres undefined)	3%
Cc1cccc(OCC(O)CNC23CC4CC(CC(C4)C2)C3)c1 (centres undefined)	-3%
CN1CCCC1c1nc(C2CN(C(=O)CCc3nc4ccccc4[nH]3)C2)no1 (centres undefined)	-6%
O=C(CCNC(=O)C1CCCC1)NC1CCCC1	-2%
CCC(O)c1cc2n(n1)CCN(C(=O)c1cn(-c3ccccc3)nn1)C2 (centres undefined)	4%
CCOC(=O)C1CCN(C(=O)CCC(=O)NCCC2=CCCCC2)CC1	25%
CC(NC(=O)/C(C#N)=C\c1cccc(Oc2ccccc2)c1)c1ccccc1 (centres undefined)	u
CCc1cccc(NC(=O)CSc2ncccc2C(=O)Oc2ccccc2Cl)c1	u
COc1cccc2c1ncc1c(-c3ccc(C)cc3)nn(-c3ccc(F)cc3)c12	-18%
COc1ccccc1N(CC(=O)NCCc1ccc(F)cc1)S(=O)(=O)c1ccccc1	14%
CCOC(=O)c1c(C)[nH]c(C)c1S(=O)(=O)N1CCCC(C(=O)NCc2ccc(Cl)cc2)C1 (centres undefined)	0%

Sorted by the number under KDM5B inh (lowest first): 6 of the compounds above.
| SMILES | KDM5B inh |
| --- | --- |
| CCOC(=O)c1sc2ncn(CC(=O)Nc3ccc(C)cc3C)c(=O)c2c1C | -38% |
| COc1cccc2c1ncc1c(-c3ccc(C)cc3)nn(-c3ccc(F)cc3)c12 | -18% |
| O=C(Cn1ncc2c3ccccc3n(Cc3ccc(F)cc3)c2c1=O)NC1CCCCCC1 | -9% |
| O=C1NCCCCCN(C(=O)COc2ccccc2)[C@@H]2C[C@@H](C(=O)N3CCc4ccccc4C3)C[C@H]12 | 1% |
| CCOc1ccc(C(=O)COC(=O)c2nn(CC)c(=O)c3ccccc23)cc1 | 14% |
| c1csc(CNCCN2CCCC2)c1 | 33% |

Further entries
SMILES	KDM5B inh
CN1CCN(c2oc(-c3ccccc3F)nc2S(=O)(=O)c2ccc3c(c2)OCCO3)CC1	-1%
CN(C)C(=O)c1cn(C2CNC2)nn1	-27%
CC1CCc2nn3ccn(CC(=O)NCc4ccccc4)c(=O)c3c2C1 (centres undefined)	-21%
O=C(NC1CCN(c2cc(-c3ccc(F)cc3)[nH]n2)C1)c1ccc(F)c(F)c1 (centres undefined)	u
COc1ccc(C2Cn3nnc(C(=O)N4CCC(C(=O)NCc5ccc(F)cc5)CC4)c3CO2)cc1 (centres undefined)	-7%
CC(=O)c1ccc(NS(=O)(=O)c2ccc3[nH]c(=O)[nH]c3c2)cc1	u
CCOc1ccc(NC(=O)CC2C(=O)N(c3cccc(C)c3)C(=O)N2CCC2=CCCCC2)cc1 (centres undefined)	-20%
O=C(c1ccc2c(c1)N(Cc1ccccc1F)C(=O)c1ccccc1S2(=O)=O)N1CCC(Cc2ccccc2)CC1	-32%
CC(C)NC(=O)N1CCN(C2CCNCC2)C(=O)C1	u
COc1cccc(C(=O)N(C)C2CCCc3ccccc32)c1 (centres undefined)	16%[86.2 µM]
Cc1cc(C(=O)N2CCCC(C(=O)c3cc(F)ccc3F)C2)c(C)o1 (centres undefined)	-1%
Cc1nc2ccc(NC(=O)NC(=O)c3c(Cl)cccc3Cl)cc2o1	29%
CC(C)=CC(=O)N(Cc1ccco1)C1CC1	8%
